# EBI2 antag: EBI2 receptor antagonists, beta-arrestin recruitment, primary screen, cell-based, luminescence, 7a,25-OHC stimulation, uHTS; G-protein coupled receptor 183 (Homo sapiens), P32249; 7a,25-OHC stimulated; inhibition, % at 5 µM; hit rate 0.81% among 360,000; in the data active = inhibition above about 38%;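 note: enzyme fragment complementation signal reports receptor beta-arrestin coupling in cells; 0% = agonist plus DMSO wells and 100% = wells without agonist; some results beyond the cut were filed as inactive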
# Target sequence (P32249 whole entry, looked up, the tested form may be a part): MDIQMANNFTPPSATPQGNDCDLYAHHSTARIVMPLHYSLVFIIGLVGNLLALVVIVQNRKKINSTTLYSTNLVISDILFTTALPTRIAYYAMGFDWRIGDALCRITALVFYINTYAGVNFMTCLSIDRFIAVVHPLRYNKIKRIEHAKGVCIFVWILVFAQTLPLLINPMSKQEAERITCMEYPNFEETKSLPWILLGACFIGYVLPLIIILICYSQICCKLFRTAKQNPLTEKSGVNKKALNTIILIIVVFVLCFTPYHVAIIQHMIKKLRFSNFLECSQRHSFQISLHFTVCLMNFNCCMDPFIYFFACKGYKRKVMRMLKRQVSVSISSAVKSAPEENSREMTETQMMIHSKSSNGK
# CHOP UPR activ: activators of apoptotic CHOP UPR arm, primary screen, cell-based, CHO-CHOP luciferase reporter, luminescence, uHTS. AID 449763, 2010. hit rate 0.34% among 330,000. activation, % at 10 µM. UPR activation; percent of tunicamycin response over DMSO baseline;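 active = at 10 µM dose, activation of 40% or more, normalized to positive control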;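 note: 100% = tunicamycin at 10 µg/mL and 0% = DMSO alone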
#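 System: CHO-CHOP luciferase reporter cell line | Buffer or medium: F12 medium containing 10% fetal bovine serum | Doses: One dose, 10 µM in 0.5% DMSO | Times: 6 h compound exposure at 37 °C after overnight seeding | Signal: Luciferase luminescence | Read-out: % activation vs tunicamycin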
# 697 NFkB inh: inhibitors of PMA/ionomycin-induced NF-kB reporter, 697 cells, primary screen, B-cell NF-kB inhibitor project, cell-based, luminescence, uHTS | 697 B-cell NF-kB luciferase reporter, 16 h | inhibition, % at 4 µM | hit rate 0.33% among 330,000; in the data active = inhibition above about 35%
# Jurkat NFkB inh: inhibitors of induced NF-kB luciferase reporter, primary screen, TCR NF-kB activation inhibitor project, cell-based, luminescence, uHTS; inhibition, % at 4 µM; hit rate 0.53% among 330,000; Jurkat, PMA/ionomycin-induced NF-kB luciferase reporter; AID 435003, 2010; in the data active = inhibition above about 50%
# CXCR6 inh: CXCR6 receptor inhibitors, primary screen, cell-based, beta-arrestin, luminescence, CHO-K1 PathHunter, 1536-well; inhibition, % at 20 µM; hit rate 0.36% among 360,000; AID 602244, 2012; in the data active = inhibition above about 34%, passing the limit was not always enough;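 note: antagonist mode with CXCL16 agonist at 10 nM final; 0% = 10 nM CXCL16 with DMSO and 100% = unstimulated wells without agonist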
# Target sequence (O00574 whole entry, looked up): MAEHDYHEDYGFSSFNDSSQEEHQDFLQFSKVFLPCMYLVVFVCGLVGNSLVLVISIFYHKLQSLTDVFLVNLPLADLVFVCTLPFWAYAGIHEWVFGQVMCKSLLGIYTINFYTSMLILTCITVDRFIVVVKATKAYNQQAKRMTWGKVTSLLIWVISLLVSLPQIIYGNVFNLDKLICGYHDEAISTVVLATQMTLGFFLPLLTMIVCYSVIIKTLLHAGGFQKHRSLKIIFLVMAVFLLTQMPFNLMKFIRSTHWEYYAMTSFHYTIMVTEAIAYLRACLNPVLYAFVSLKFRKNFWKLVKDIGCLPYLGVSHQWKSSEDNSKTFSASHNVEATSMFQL
# XBP1 UPR activ: activators of adaptive XBP1 UPR arm, primary screen, cell-based, CHO-XBP1 luciferase reporter, luminescence, uHTS; IRE1-XBP1 UPR activation; percent of tunicamycin response, DMSO as zero; activation, % at 20 µM; hit rate 0.33% among 330,000;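 active = versus positive control, 20 µM dose yields 30% or more activation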;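 note: 100% = tunicamycin at 10 µg/mL and 0% = DMSO only wells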
#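 Material – CHO cell line with stable XBP1 luciferase reporter · Buffer or medium – F12 plus 10% FBS · Compound – single point, 20 µM final compound, 1% DMSO · Schedule – 16-18 h cell attachment at 37 °C, then 6 h compound exposure · Signal – Steady-Glo luminescence read · Benchmarks – high control tunicamycin 10 µg/mL final, low control DMSO vehicle only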
# Gli-Sufu block: Gli-Sufu pathway antagonists, primary screen, luciferase luminescence, Sufu-KO-LIGHT cells, uHTS. Sufu-KO-LIGHT fibroblasts, Gli luciferase reporter luminescence. inhibition, % at 5 µM. hit rate 0.74% among 340,000;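 active = inhibition above about 55%, limit read from the data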;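 note: 0% = DMSO-treated cells and 100% = wells with medium but no cells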
# CCR6 antag: CCR6 receptor antagonists, primary screen, cell-based, CHO-K1, luminescence, beta-arrestin, uHTS; C-C chemokine receptor type 6 (Homo sapiens), P51684; CHO-K1 CCR6 PathHunter beta-arrestin, CCL20-stimulated; inhibition, % at 20 µM; hit rate 0.49% among 340,000; AID 493098, 2011;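 active = compounds whose inhibition of the agonist-driven luminescence signal at 20 µM reaches about 50%, limit read from the data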;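 note: cells stimulated with CCL20 at 14 nM final; plate controls were DMSO with CCL20 for no effect and DMSO without agonist for full effect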
# Target sequence (P51684 whole entry, looked up): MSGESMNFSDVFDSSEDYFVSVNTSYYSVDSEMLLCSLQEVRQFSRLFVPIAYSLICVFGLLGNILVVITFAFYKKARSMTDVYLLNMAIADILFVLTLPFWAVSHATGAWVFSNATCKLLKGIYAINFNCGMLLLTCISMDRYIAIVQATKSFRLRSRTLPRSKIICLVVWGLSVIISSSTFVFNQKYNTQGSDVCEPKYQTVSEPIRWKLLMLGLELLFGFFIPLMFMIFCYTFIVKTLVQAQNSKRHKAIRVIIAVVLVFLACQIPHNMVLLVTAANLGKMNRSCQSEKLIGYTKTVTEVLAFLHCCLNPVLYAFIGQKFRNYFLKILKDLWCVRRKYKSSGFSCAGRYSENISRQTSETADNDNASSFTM
# Mdm2 MdmX PPI: inhibitors of human Mdm2-MdmX association, primary screen, cell-based, luminescence, split luciferase, SaOS-2, uHTS | Protein Mdm4 (Homo sapiens) + E3 ubiquitin-protein ligase Mdm2 (Homo sapiens), … | SaOS-2 split-luciferase Mdm2/MdmX complementation | inhibition, % at 8 µM | hit rate 3% among 330,000 | AID 485346, 2010;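 active = inhibition of at least 50% at 8 µM in the primary screen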
# Numbers without * were called inactive; · = not tested or not shown.
1) Cc1cc(S(=O)(=O)NCc2ccco2)c(C)cc1Cl
2) CCCC(c1nnnn1Cc1ccc2c(c1)OCO2)N1CCC(C(N)=O)CC1 (configuration not stated)
3) CCCCCC(=O)Nc1ccc(S(=O)(=O)Nc2cc(OC)nc(OC)n2)cc1
4) Cc1ccc(-c2nc(C#N)c(NCC3CCCO3)o2)cc1 (configuration not stated)
5) CC[C@@]1(C(=O)OC)N[C@H](CN(C)S(=O)(=O)c2ccc(C(C)(C)C)cc2)[C@@H]2C(=O)N(C)C(=O)[C@@H]21
6) COc1ccccc1C1(CCNS(=O)(=O)c2ccc(C)cc2)CCOC(C(C)C)C1 (configuration not stated)
7) COc1cccc(OC)c1C(=O)Nc1nc2ccc([N+](=O)[O-])cc2s1
8) C/C(=N\Nc1nc(-c2ccc(C)cc2C)cs1)c1cc2ccccc2oc1=O
compound no.	1	2	3	4	5	6	7	8
EBI2 antag	0	-13	9	2	-9	17	-3	6
CHOP UPR activ	1.1	0.4	1.9	3.1	-0.4	·	-1.2	1.6
697 NFkB inh	9	-28	8	-50	7	·	17	-27
Jurkat NFkB inh	5	-36	-1	-65	0	·	3	9
CXCR6 inh	12	3	-5	-4	-4	12	10	-12
XBP1 UPR activ	-6	-4	-4	5	-2	·	-2	-1
Gli-Sufu block	-1	-2	-1	-1	-2	9	-9	-1
CCR6 antag	11	1	0	-1	-3	27	17	7
Mdm2 MdmX PPI	20	-18	-8	-74	24	·	15	-8

# The list goes on, starting with the last three of the part before.
6) COc1ccccc1C1(CCNS(=O)(=O)c2ccc(C)cc2)CCOC(C(C)C)C1 (configuration not stated)
7) COc1cccc(OC)c1C(=O)Nc1nc2ccc([N+](=O)[O-])cc2s1
8) C/C(=N\Nc1nc(-c2ccc(C)cc2C)cs1)c1cc2ccccc2oc1=O
9) Cc1c(C(=O)N2CCN(CCc3ccccn3)CC2)oc2ccc(Cl)cc12
10) NC1=NN=C(N2N=C(c3ccccc3)CC2(O)C(F)(F)F)n2ncnc2C1 (configuration not stated)
11) CC(NC(=O)Nc1ccccc1)C(c1ccccc1)N1CCOCC1 (configuration not stated)
12) CSCCC(NC(=O)c1ccc([N+](=O)[O-])cc1Cl)C(=O)OCC(=O)N(C)C (configuration not stated)
13) CCOc1ccccc1OCCOc1cccc(C(F)(F)F)c1
14) CC1CCCCC1NC(=O)CCN1C(=O)C2C3C=CC(C3)C2C1=O (configuration not stated)
15) COc1ccc(C(CNC(=O)c2cccc(S(=O)(=O)Nc3ccccc3Cl)c2)N2CCOCC2)cc1 (configuration not stated)
16) Cc1[nH]c2ccccc2c1C(=O)COC(=O)Cn1c(C(F)(F)F)nc2ccccc21
compound no.	6	7	8	9	10	11	12	13	14	15	16
EBI2 antag	17	-3	6	54*	7	-10	-7	6	3	-10	16
CHOP UPR activ	·	-1.2	1.6	-0.7	-0.2	1.1	0.4	0.1	-1.2	0.8	-1.6
697 NFkB inh	·	17	-27	-2	-1	6	21	-8	8	-24	21
Jurkat NFkB inh	·	3	9	20	-4	-5	-5	-10	16	0	7
CXCR6 inh	12	10	-12	-2	-5	-1	-3	4	-4	8	-10
XBP1 UPR activ	·	-2	-1	-2	-3	-2	3	-6	-1	-4	-1
Gli-Sufu block	9	-9	-1	-13	11	8	0	4	-11	·	-1
CCR6 antag	27	17	7	-4	-4	0	0	20	7	14	-7
Mdm2 MdmX PPI	·	15	-8	16	12	-1	8	13	1	30	16

# Three consecutive compounds out of the list so far, for reference:
14) CC1CCCCC1NC(=O)CCN1C(=O)C2C3C=CC(C3)C2C1=O (configuration not stated)
15) COc1ccc(C(CNC(=O)c2cccc(S(=O)(=O)Nc3ccccc3Cl)c2)N2CCOCC2)cc1 (configuration not stated)
16) Cc1[nH]c2ccccc2c1C(=O)COC(=O)Cn1c(C(F)(F)F)nc2ccccc21
compound no.	14	15	16
EBI2 antag	3	-10	16
CHOP UPR activ	-1.2	0.8	-1.6
697 NFkB inh	8	-24	21
Jurkat NFkB inh	16	0	7
CXCR6 inh	-4	8	-10
XBP1 UPR activ	-1	-4	-1
Gli-Sufu block	-11	·	-1
CCR6 antag	7	14	-7
Mdm2 MdmX PPI	1	30	16

# Remaining list, next part
17) Cc1cccc(NC(=O)CN2C(=O)COc3ccc(Cl)cc32)c1
18) O=C(O)c1ccccc1SCC(=O)N1CCc2ccccc21
19) CC(=O)Nc1ccc(S(=O)(=O)N(C)S(=O)(=O)c2ccc(F)cc2)cc1
20) CN(C)CCCN(CCCN(C)C)C(=S)Nc1ccc(S(=O)(=O)N2CCOCC2)cc1
21) O=C1N=C(N2CCC(Cc3ccccc3)CC2)S/C1=C/c1cn[nH]c1-c1ccccc1
22) COc1ccc(S(=O)(=O)N2CCCC2CNC(=O)C(=O)Nc2cccc(F)c2)cc1 (configuration not stated)
23) Cc1cccc2c(=O)c(C(=O)NCc3ccc(F)cc3)c[nH]c12
24) O=c1oc2ccccc2c(Nc2ccccc2)c1[N+](=O)[O-]
compound no.	17	18	19	20	21	22	23	24
EBI2 antag	-7	-9	-11	-7	12	10	7	2
CHOP UPR activ	0.5	-1.2	0.1	-0.9	-2.9	0.1	2.5	-1.4
697 NFkB inh	1	-24	13	15	-12	-1	17	20
Jurkat NFkB inh	-8	-3	14	-16	6	-5	11	20
CXCR6 inh	6	5	4	3	11	7	1	6
XBP1 UPR activ	0	-2	-1	-2	-3	-4	3	1
Gli-Sufu block	-11	-20	-1	9	11	-5	33	-13
CCR6 antag	-2	-1	8	0	15	12	0	11
Mdm2 MdmX PPI	1	11	-5	4	33	14	14	7

25) O=C(C1CC1)N1CCC(Oc2cccc(C(=O)N3CCCCC3CCO)c2)CC1 (configuration not stated)
26) Cc1ccc(NC(=O)CCn2cnc3ccccc3c2=O)cc1Cl
27) CC(C)c1ccc(NC(=O)C(c2ccccc2)N2CCC3(CC2)OCCO3)cc1 (configuration not stated)
28) COC(=O)CSc1nc(NC#N)nc(NC(C)C)n1
29) N#CCCn1cc(C(=O)Nc2cccc(C(=O)O)c2)c(-c2ccc(Cl)cc2)n1
30) COc1ccc(OC)c(Nc2ncnc3c2cnn3-c2cccc(C)c2)c1
31) CCCCN(C(=O)c1c(-c2ccccc2)noc1C)c1c(N)n(CCC)c(=O)[nH]c1=O
32) COc1ccccc1NC(=O)Nc1ncccc1C
compound no.	25	26	27	28	29	30	31	32
EBI2 antag	-2	3	5	-8	-10	-10	-7	-7
CHOP UPR activ	0.3	2.0	-0.4	-0.2	2.1	2.4	3.4	0.7
697 NFkB inh	-2	15	9	4	-2	-48	0	22
Jurkat NFkB inh	-3	9	5	0	4	39	5	-5
CXCR6 inh	-4	8	1	-1	10	6	2	-2
XBP1 UPR activ	-2	0	2	-4	-3	-2	4	2
Gli-Sufu block	9	10	-8	21	-3	-35	9	-37
CCR6 antag	-5	-2	11	-7	8	-4	1	-6
Mdm2 MdmX PPI	3	4	-18	-14	-19	41	18	-7

33) O=C(N1CCCCCC1)N1CCN(S(=O)(=O)c2ccccc2)CC1
34) CN(C)S(=O)(=O)N1CCC(CO)(Cc2cccc(C(F)(F)F)c2)CC1
35) CCOC(=O)CC1COCCN1Cc1cn[nH]c1-c1ccc2c(c1)OCO2 (configuration not stated)
36) CCC(C)NC(=O)c1cc2cc3ccc(OC)cc3nc2o1 (configuration not stated)
37) C=CCNc1scc(-c2ccccc2)[n+]1CC=C
38) Cc1cc(C)n(C(CC(=O)O)C(=O)O)n1 (configuration not stated)
39) CCn1ccc(C(=O)Nc2ncc(C)s2)n1
40) COc1ccc(S(=O)(=O)NCCN2CCOCC2)c2ccccc12
compound no.	33	34	35	36	37	38	39	40
EBI2 antag	-15	0	-3	5	9	1	-2	-4
CHOP UPR activ	0.3	-1.0	-0.7	7.5	0.7	3.0	1.4	-0.9
697 NFkB inh	-7	-8	-16	-23	-7	-27	-78	2
Jurkat NFkB inh	-16	-5	0	-43	-4	0	-80	3
CXCR6 inh	0	-6	-2	1	-2	-1	3	-1
XBP1 UPR activ	0	-5	-2	-1	6	1	-6	-1
Gli-Sufu block	-2	6	-10	-44	10	5	-76	-5
CCR6 antag	-13	18	2	5	-3	-12	1	-13
Mdm2 MdmX PPI	-31	4	-6	-9	5	24	-38	-10

41) Cn1c(SCC(=O)c2ccc3c(c2)NC(=O)CO3)nc2ccccc21
42) CCOc1cc(CNc2ccc(N3CCCC3)cc2)cc(Cl)c1OC
43) CCOc1ccccc1N(CC(=O)Nc1ccc(S(=O)(=O)N2CCOCC2)cc1)S(C)(=O)=O
44) O=C(CCC1CCCCC1)NC1=NCCS1
45) CN(CCC1CCOCC1)C(=O)C1CCC(=O)N(CCc2ccc(Cl)cc2)C1 (configuration not stated)
46) O=C(c1ccc(Cl)c(Cl)c1)c1cnc(Nc2ccccc2)s1
47) CCOC(=O)N1CCN(C(=O)CCC(=O)c2ccc(OCC)cc2)CC1
48) COc1cccc(OCCCCCN2CCOCC2)c1
compound no.	41	42	43	44	45	46	47	48
EBI2 antag	30	-7	-9	-5	9	2	-4	3
CHOP UPR activ	1.8	29	0.3	-0.3	-2.6	-1.3	0.8	0.0
697 NFkB inh	-2	-16	-11	10	-1	15	9	20
Jurkat NFkB inh	2	12	1	0	2	-5	-18	5
CXCR6 inh	4	-10	0	-2	1	4	12	6
XBP1 UPR activ	1	-3	-1	-3	-4	1	-2	-1
Gli-Sufu block	-7	-1	7	2	-6	-24	-18	2
CCR6 antag	0	27	7	-6	7	13	7	0
Mdm2 MdmX PPI	14	43	13	19	-4	9	7	-4

49) COc1cc(NS(=O)(=O)c2ccc(NS(=O)(=O)c3ccc(NC(C)=O)cc3)cc2)nc(OC)n1
50) Cc1ccc(S(=O)(=O)NC(C)(C)C)cc1C(=O)OCC(=O)N1CCCC1=O
51) C#CCOCCOCCOCCNc1nc(N2CCN(C(=O)[C@H](CC(N)=O)n3cc(C(N)[C@@H](C)CC)nn3)CC2)nc(N2CCN(C(=O)[C@H](CCC(=O)O)n3cc([C@@H](N)CCCCN)nn3)CC2)n1 (some centres not stated)
52) COc1cc(S(=O)(=O)NCc2ccccc2)ccc1Br
53) COc1cccc(CNC(=O)CCC2CCCN(c3cc(C)nc(N(C)C)n3)C2)c1 (configuration not stated)
54) CCn1cc(CNCc2cn(C)nc2-c2ccc(C3CCCCC3)cc2)cn1
compound no.	49	50	51	52	53	54
EBI2 antag	-5	-2	-5	-2	9	4
CHOP UPR activ	-2.4	2.0	2.5	-0.7	-0.2	·
697 NFkB inh	7	2	20	-13	2	·
Jurkat NFkB inh	4	1	1	7	4	·
CXCR6 inh	-5	-16	-11	-18	17	4
XBP1 UPR activ	-1	1	0	-1	-6	·
Gli-Sufu block	-26	-2	-11	-5	17	8
CCR6 antag	0	2	-4	1	-10	25
Mdm2 MdmX PPI	0	3	2	-12	21	·

# High-throughput results from PubChem BioAssay.
